Tat export inh: E. coli Tat transport inhibition; E. coli MC4100 TorA-mCherry Tat export, fluorescence; inhibition, % at 10 µM; actives 0.036% (n = 340,000); AID 488895;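 active means mean replicate inhibition at least 50% and at least half of replicates individually reaching 50%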;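 further: exported cargo escapes ClpAP degradation while cytoplasmic cargo is degraded and loses fluorescence; 0% = median of neutral control wells and 100% = median of NaSCN control wells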
OPRM1-OPRD1 inv: mu-delta opioid heterodimer inverse agonism; cell-based MOR-DOR heterodimer luminescence; inhibition, % at 9.3 µM; actives 0.21% (n = 340,000); in the data active means inhibition above about 22%, passing the limit was not always enough;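 further: 0% = cells with DMSO and 100% = wells without cells with DMSO; values of inactives mirror those of a sister screen read the other way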
Target sequence (P35372 whole entry, looked up): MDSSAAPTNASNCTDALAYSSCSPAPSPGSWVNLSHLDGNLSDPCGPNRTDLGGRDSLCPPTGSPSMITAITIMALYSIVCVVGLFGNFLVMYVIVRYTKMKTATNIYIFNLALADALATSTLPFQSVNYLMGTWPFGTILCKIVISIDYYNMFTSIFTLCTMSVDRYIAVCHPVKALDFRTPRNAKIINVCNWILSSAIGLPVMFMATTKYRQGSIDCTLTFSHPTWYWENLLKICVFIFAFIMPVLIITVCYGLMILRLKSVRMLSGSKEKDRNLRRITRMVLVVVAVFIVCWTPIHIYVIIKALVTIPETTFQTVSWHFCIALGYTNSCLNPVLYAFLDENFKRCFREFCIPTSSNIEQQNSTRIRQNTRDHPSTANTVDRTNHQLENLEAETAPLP
Target sequence (P41143 whole entry, looked up): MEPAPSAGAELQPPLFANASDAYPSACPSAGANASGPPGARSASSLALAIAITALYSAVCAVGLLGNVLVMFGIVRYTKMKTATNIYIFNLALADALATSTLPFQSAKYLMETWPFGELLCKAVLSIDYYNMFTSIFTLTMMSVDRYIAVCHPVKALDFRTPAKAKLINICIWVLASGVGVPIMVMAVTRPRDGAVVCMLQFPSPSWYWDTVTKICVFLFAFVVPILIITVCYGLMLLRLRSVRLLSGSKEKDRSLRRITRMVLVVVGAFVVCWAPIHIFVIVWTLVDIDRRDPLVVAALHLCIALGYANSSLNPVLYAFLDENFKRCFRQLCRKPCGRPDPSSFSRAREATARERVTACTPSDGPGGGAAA
Ecoli viability: reduces bacterial viability in AddAB counter-screen; E. coli V3065 growth, OD600 absorbance, 18 h; actives 0.27% (n = 330,000); AID 449728; inhibition, % at 11.9 µM;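 active means inhibition above the campaign's mean inhibition across all tested compounds plus 3 SD, cut at about 9.9% in these data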;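 further: uninfected addAB+ strain grown without phage in ampicillin broth; 0% = DMSO wells and 100% = ciprofloxacin 0.95 µg/ml wells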
Arrestin-AP2 inh: inhibitors of human beta-arrestin and AP2 interaction. FITC-arrestin peptide / GST-AP2 beads, flow cytometry; AP2 beta2 appendage carries R879A mutation. inhibition, % at 10 µM. actives 0.31% (n = 340,000). AID 504490;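 active means inhibition above a set limit, near 3 SD of compounds lacking own fluorescence, cut at about 54% in these data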;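 further: plate controls were DMSO wells for no effect and 5 µM unlabelled arrestin peptide for full effect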
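Material – GST-tagged AP2 beta2-adaptin appendage (R879A) on 4 µm glutathione beads · Probe or stimulus – fluorescein-tagged arrestin peptide at 50 nM final · Timing – 12 min plus 1 h, RT · Detection – bead flow cytometry, FITC channel · Read-out basis – inhibition as reduced fluorescein signal on beads, percent · Medium – PBS plus Tween 20 (0.05%) and BSA (0.1%)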
PKA-R1A act: PKA-R1A complex activation; P00514+P68181; PKA-R1A dissociation, Cy5-IP20 fluorescence polarization; scaled: DMSO 0%, 113 µM cGMP 100%; activation, % at 11.4 µM; actives 0.083% (n = 340,000); AID 504707;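 active means percent activation above the mean of all tested compounds plus 3 SD, cut at about 19% in these data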;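 further: higher means more PKAc released from R1A so a rise in polarization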
Mot1-301 SUMO: blocks SUMOylation pathway, rescuing yeast Mot1-301 growth | actives 1% (n = 320,000) | growth rescue, % at 18.8 µM | S. cerevisiae Mot1-301 growth rescue, ATP luminescence, 38.5C; percent above DMSO median, 100 means doubled | AID 2716;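 active means every valid replicate shows activation above 250% relative to neutral control wells; inactive means the rest, any valid replicate at or below 250%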;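 further: OY570 slx delta 5 strain wells were the positive control but not used for scaling; some compounds called inactive have numbers as strong as hits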
PfHsp90 yeast 2: reduces growth (ATP signal) of yeast expressing P. falciparum Hsp90 | S. cerevisiae expressing PfHsp90, BacTiter-Glo ATP, 48 h; yeast lacking PDR1 and PDR3 efflux regulators | inhibition, % at 9.4 µM | actives 0.32% (n = 310,000);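 active means every replicate shows inhibition above about 80%, whatever the replicate mean, limit read from the data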;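 further: 0% = DMSO neutral controls and 100% = 20 µM radicicol positive controls; yeast relying on Plasmodium falciparum Hsp90 in place of its own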
phage Ecoli inh: E. coli growth loss with phage present; growth absorbance; inhibition, % at 11.9 µM; actives 0.26% (n = 360,000); in the data active means inhibition above about 11%
OPRM1-OPRD1 ag: OPRM1-OPRD1 heterodimerization agonism. P35372+P41143. cells, luminescence. activation, % at 9.3 µM. actives 0.3% (n = 340,000); in the data active means activation above about 18%;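 further: 0% = vehicle-treated cells and 100% = reference agonist; values of inactives mirror those of a sister screen read the other way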
Pemphigus Ab inh: inhibitors of pemphigus antibody binding to human desmoglein-3. P32926. DSG3-coupled beads, scFv-anti-DSG3-GFP binding, flow cytometry; hits give low values. binding (percent of control), % at 10 µM. actives 0.48% (n = 310,000);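 active means binding more than 3 SD below its plate's average and above zero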;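 further: hits lower antibody fragment binding to DSG3; some compounds called inactive have numbers as strong as hits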
AddAB inh: less growth of phage-infected E. coli with AddAB; E. coli expressing H. pylori AddAB, absorbance growth; inhibition, % at 11.9 µM; actives 0.29% (n = 330,000); AID 435030; in the data active means inhibition above about 12%;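 further: 0% = vehicle wells of infected cells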
* = called active by the depositor; nt = not tested or not shown.

canonical_smiles,Tat export inh,OPRM1-OPRD1 inv,Ecoli viability,Arrestin-AP2 inh,PKA-R1A act,Mot1-301 SUMO,PfHsp90 yeast 2,phage Ecoli inh,OPRM1-OPRD1 ag,Pemphigus Ab inh,AddAB inh
CCOC(=O)N1CCN(C(=O)Cn2ccc3ccccc3c2=O)CC1,-7,18,-0.7,-9,3,-2,8,3.6,-3.2,98,2.2
CC1=NN(C(=O)CSCc2ccccc2)C(O)(c2ccc(Cl)cc2)C1 (stereo unspecified),9,-35,-0.2,17,-4,-9,-24,0.5,7.1,97,3.3
Cn1c(=O)[nH]c(=O)c2c1nc(CN1CCN(c3cccc(Cl)c3)CC1)n2CCc1ccccc1,3,2,1.1,6,3,-7,nt,-0.3,-0.4,130,1.1
Cn1c(NC(=O)c2cc(Br)ccc2Cl)cc(=O)n(C)c1=O,10,1,-0.9,0,5,3,-21,0.2,-0.3,104,1.1
O=C(CCCn1c(=O)c2ccccc2n(Cc2ccccc2)c1=O)NCc1ccco1,-12,10,-1.5,27,-6,0,-12,0.3,-2.2,120,0.6
Cc1cc(C)n2nc(C(=O)Nc3nnc(C4CC4)s3)nc2n1,-9,-1,0.2,27,-4,-12,0,1.6,0.2,111,-0.1
COc1ccc(NC(=O)c2ccc(-n3c(C)ccc3C)cc2)c(OC)c1,4,7,-1.9,9,-3,37,15,1.7,-1.5,106,-0.2
Cc1nc(N2CCC(C(N)=O)CC2)c2c(-c3cccs3)csc2n1,-9,-13,0.3,-15,0,-10,-8,2.3,2.7,107,0.7
Cc1cc(C)nc(SCC(=O)NN)n1,-5,14,0.2,-16,-2,-24,-2,1.8,-2.9,107,4.5
O=C(Nc1ccc(S(=O)(=O)Nc2ncccn2)cc1)c1ccccc1Cl,0,9,-1.6,7,-1,1,-35,1.3,-1.9,108,-1.3
COc1ccc(CN2CCC(=O)NC2=O)cc1,7,8,1.6,-1,7,110,nt,1.8,-1.5,102,2.3
COC(=O)c1ccc2c(c1)C(NC(C)=O)CCc1cc(OC)c(OC)c(OC)c1-2 (stereo unspecified),-2,0,nt,14,12,nt,-26,0.9,0.0,86,nt
O=C(O)CCc1nn2c3ccccc3nc2n(CCN2CCCCC2)c1=O,3,-1,2.8,30,0,0,18,2.0,0.2,101,1.0
CCO[C@H]1OC(C(=O)NCc2ccccc2)=C[C@@H](C2CCCCC2)[C@@H]1CCCO,-3,-5,-2.3,-2,-4,258,-13,2.0,0.9,102,2.7
S=c1[nH]nc(CCc2ccccc2)n1Cc1ccccc1,1,-11,-0.5,8,3,-4,7,2.9,1.9,92,0.9
COc1ccc(COC(=O)c2cccc(S(=O)(=O)N3CCN(C(C)=O)CC3)c2)cc1,0,5,-0.7,22,-11,19,nt,-3.3,-0.9,104,-0.9
CCOc1ccc(Oc2ccccc2NC(=O)C2=COCCO2)cc1,13,-19,-0.7,-12,9,66,4,1.3,3.0,104,4.4
CCC(=O)OCC(=O)Nc1cc([N+](=O)[O-])ccc1OC,-4,5,-1.6,16,-6,24,-10,4.0,-1.1,109,0.7
O=C(NC(=S)Nc1ccc(S(=O)(=O)N2CCCCC2)cc1)c1ccccc1,-4,2,-0.4,2,-17,-5,5,3.4,-0.5,nt,2.1
COc1ccc(S(=O)(=O)Nc2ccc(N3CCOCC3)cc2)cc1,3,8,0.9,-4,-2,76,-2,3.5,-1.8,96,-2.0
Cc1cccc2c(C(=O)Nc3ccc(Br)cc3)cc(-c3ccccn3)nc12,-7,-11,0.7,-3,3,63,nt,-1.5,2.3,111,1.6
CCOC(=O)c1cccc(-c2ccc(C=O)o2)c1,-9,-6,0.2,5,1,-7,-18,1.0,1.1,121,5.0
O=C(Cn1nnc2ccccc21)Nc1ccc(Cl)cn1,3,15,-0.4,-7,-3,545,-1,3.1,-2.3,82,2.3
Cc1ccc(NS(=O)(=O)c2cccc(C(=O)N3CCN(C(=O)c4ccco4)CC3)c2)cc1,2,21,0.9,2,-1,-16,-1,0.7,-5.3,nt,-1.6
CC(C)(C)Nc1nc(Oc2ccc(=O)n(-c3ccccc3)n2)nc(N2CCOCC2)n1,3,10,0.8,0,-6,1,4,0.5,-1.7,104,-0.5
NC(=O)C1CCN(CC(=O)NC2CCCc3ccccc32)CC1 (stereo unspecified),1,0,-0.3,-7,-1,1,-1,2.1,0.0,96,3.3
CN(CC(=O)Nc1ccc(F)cc1)C(=O)COC(=O)c1ccc(-c2ccccc2)cc1,-3,-23,-2.0,36,9,-21,nt,0.6,4.5,97,0.0
CCOc1ccccc1NC(=S)N(CCOC)C1CCN(C(C)=O)CC1,-10,5,-3.8,-12,-7,-12,-17,1.4,-0.9,99,0.8
CCP(=O)(c1cccc([N+](=O)[O-])c1)c1cccc([N+](=O)[O-])c1,2,9,-0.5,29,-10,-12,-2,1.3,-1.8,104,0.9
CC(C)c1ccc(NC(=S)NC2CCN(Cc3ccccc3)CC2)cc1,-8,-34,2.0,8,-2,5,21,4.5,6.3,128,2.8

(listing goes on)
canonical_smiles,Tat export inh,OPRM1-OPRD1 inv,Ecoli viability,Arrestin-AP2 inh,PKA-R1A act,Mot1-301 SUMO,PfHsp90 yeast 2,phage Ecoli inh,OPRM1-OPRD1 ag,Pemphigus Ab inh,AddAB inh
C/C(Nc1ccc(Cl)cc1)=C(/C#N)C(N)=O,-3,7,-0.6,-11,6,-22,4,1.4,-1.2,101,2.0
COc1ccc(N=C2O/C(=C/c3sc(=S)n(CC4CCCO4)c3O)N=C2C#N)cc1 (stereo unspecified),nt,nt,-0.8,7,nt,35,nt,-0.3,nt,102,2.7
O=C(NCCNCc1cccc(Cl)c1)c1ccco1,18,13,nt,7,-7,nt,5,3.0,-2.4,105,nt
NS(=O)(=O)c1cccc(NC(=O)COC(=O)COc2ccc3ccccc3c2)c1,-4,10,-1.9,-12,5,22,-28,4.6,-2.0,83,2.6
S=C(N/N=C/c1ccccc1Cl)Nc1ccccc1,24,10,-2.4,24,8,nt,-4,0.2,-1.9,101,-0.2
C/C=C(\C)C(=O)O[C@@H]([C@H](O)c1cc2ccc(=O)oc2cc1OC)C(C)(C)O,-14,10,-2.0,7,-4,7,6,4.4,-1.8,103,2.0
CC(C)CNc1nnnc2c1sc1nc(N3CCOCC3)c3c(c12)CCCC3,-1,6,-1.9,24,8,nt,20,5.5,-1.2,101,0.8
CCn1cc(C(C)NC(=O)Nc2ccccc2C(=O)OC)c(C)n1 (stereo unspecified),3,9,-2.2,30,-9,-18,-11,2.4,-1.7,106,0.3
COc1ccccc1CNC(=O)CN(C)CC(=O)Nc1ccccc1Br,-20,14,1.7,-2,-2,16,10,3.6,-2.9,122,0.6
Cc1ccc2c(c1)-c1c(ssc1=S)C(C)(C)N2C(=O)CSC1=NCCS1,-1,3,-0.3,36,-16,20,-7,4.5,-0.5,107,1.3
CC(C)CNC(=O)CN(C1CCCCC1)S(=O)(=O)c1ccccc1,-2,14,-0.4,1,-4,-5,-29,2.1,-2.2,nt,2.4
COc1ccc(CCC2(C)NC(=O)NC2=O)cc1 (stereo unspecified),9,12,-7.0,-11,-6,19,25,2.4,-2.1,104,-0.9
CCCNc1cc(C)oc(=O)c1C(=O)CCC,6,9,-1.4,-10,4,0,31,2.0,-1.6,85,1.1
Cc1ccc[n+](-c2[nH]c(=O)sc2/C=N/N=C(\[O-])c2cccnc2)c1,0,-5,2.0,23,2,-19,10,3.8,0.9,101,2.4
Cc1ccc(OCCNC(=O)c2cccc(S(=O)(=O)N3CCN(Cc4ccccc4)CC3)c2)cc1,12,2,nt,26,0,nt,nt,0.7,-0.6,100,nt
CC(C)c1nnc(NC(=O)CCC(=O)N2CCN(c3ccc(F)cc3)CC2)s1,-3,10,1.2,36,-11,3,9,0.6,-1.9,97,3.0
O=C(NCc1ccccc1Cl)c1cc(=O)[nH]c2ccccc12,11,1,0.6,0,0,-9,-6,1.6,-0.1,107,0.9
c1ccc(C2=NN(c3ccccc3)C(c3ccco3)C2)cc1 (stereo unspecified),-4,-1,-0.7,7,0,-12,-17,1.4,0.1,105,0.7
COc1ccc(NC(=O)c2cc3nc(-c4ccccc4)cc(C)n3n2)cc1OC,3,5,1.1,9,-3,50,-7,2.1,-0.7,95,2.0
Cc1ccc(C(=O)N/N=C\c2ccc(Br)o2)o1,0,0,-0.2,25,-12,17,9,0.3,-0.1,98,1.3
CCCCC(=O)Nc1nnc(/C=C/c2ccc(OC)cc2)s1,4,nt,-0.1,6,-6,714*,-22,nt,nt,112,1.8
Cc1coc2cc3oc(=O)c4c(c3cc12)CCCC4,3,-9,-2.5,2,-4,1,34,0.1,1.5,101,0.5
CN(C(=O)c1cccc(NC(=O)Cc2ccc(NC(=O)C3CCCN(C(=O)C4CCCCC4)C3)cc2)c1)C1CCC1 (stereo unspecified),4,2,nt,2,3,nt,-1,1.2,-0.3,99,nt
CC(C)(C)c1ccc(CN2C(=O)CSC2=O)cc1,2,6,3.4,-7,-5,10,-14,2.2,-0.8,108,1.0
NCCCNC(=O)Cn1c(=O)c2c3c(sc2n(Cc2ccccc2)c1=O)CCCC3,17,26,nt,1,-1,-4,-15,4.1,-5.9,125,nt
O=C(NCC1CCCO1)c1nn2c(C(F)(F)F)cc(-c3cccs3)nc2c1Br (stereo unspecified),-3,19,-0.2,21,-8,-3,0,0.9,-3.0,nt,2.5
COc1ccc(C(=O)OCC(=O)Nc2c(C)cccc2C)c(OC)c1OC,-9,-17,1.4,17,-9,-5,2,1.7,2.1,119,4.2
O=C(COC(=O)c1ccc(S(=O)(=O)NCc2ccco2)cc1)NC1CCCCCC1,-4,16,2.2,12,-12,13,-26,2.1,-3.6,100,0.9
CNC(=S)N/N=C1\C(=O)c2cccc3cccc1c23,15,12,-2.5,9,4,0,-12,-1.6,-2.0,107,-4.6
COC(=O)C1(S(=O)(=O)c2cccc3nsnc23)CC1,4,13,0.1,-4,-10,4,13,2.2,-3.1,104,1.0
OC(COCC1COc2ccccc2O1)CN1CCN(c2ccccc2F)CC1 (stereo unspecified),-3,7,0.7,3,-6,23,nt,3.0,-1.3,108,0.6
CC(C)(C)OC(=O)NCc1ccc(CNC(=O)c2nc[nH]c2C(=O)NCc2ccc(CNC(=O)OC(C)(C)C)cc2)cc1,14,3,-2.3,10,-5,-21,-7,5.4,-0.5,107,-0.1

Rows were taken by chance; 2.8% or so of the library scored in one or more.
